High-throughput results (PubChem)
APOBEC3A inh: blocks human APOBEC3A ssDNA deamination; 330,000 tested, 0.41% active; AID 493011; P31941; inhibition, % at 20 µM; recombinant A3A, FAM/TAMRA ssDNA deamination fluorescence;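 active means at least 40% inhibition at 20 µM here, with at most 30% in a related deaminase screen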;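 further: plate controls were A3A with DMSO for no effect and wells lacking A3A enzyme for full effect; some results filed as inactive read as strong as hits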
Target sequence (P31941 whole entry, looked up): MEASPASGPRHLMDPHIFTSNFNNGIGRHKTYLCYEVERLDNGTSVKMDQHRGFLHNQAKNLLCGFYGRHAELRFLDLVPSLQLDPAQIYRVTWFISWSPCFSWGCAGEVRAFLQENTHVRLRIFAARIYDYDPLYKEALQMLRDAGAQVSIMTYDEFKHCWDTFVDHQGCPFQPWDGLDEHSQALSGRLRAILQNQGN
hIAP inh: human IAP inhibition | inhibition, % at 10 µM | AID 2544 | P09923 | purified IAP, CDP-Star luminescence, 30 min | 330,000 tested, 0.12% active;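 active means inhibition reaching a set limit with compound at 10 µM in the primary screen, cut at about 35% in these data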;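 further: plate controls were DMSO wells with enzyme for no effect and no-enzyme buffer wells for full effect; values of inactives mirror those of a sister screen read the other way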
TIM10 inh: inhibits growth of TIM10 yeast strain; S. cerevisiae TIM10 strain growth, BacTiter-Glo luminescence, 24 h; inhibition, % at 10 µM; 330,000 tested, 1.4% active; AID 463195;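 active means inhibition of 40% or more at the single tested concentration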;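 further: wild-type TIM10 isogenic control strain grown at permissive 25 °C; 0% = DMSO yeast wells and 100% = minimal medium wells without yeast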
MIN6 prolif: MIN6 beta-cell proliferation induction; proliferation, % at 10 µM; 330,000 tested, 0.29% active; MIN6 cells proliferation, ATPlite luminescence, 48 h; cells starved in 0.2% serum; 100% = growth in 10% serum;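 active means compounds whose signal lies at least 3.5 SD above the mean of all wells on their plate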;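 further: 0% = DMSO-treated cells in low-serum medium and 100% = 10% serum control; some compounds called inactive have numbers as strong as hits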
tim10-1 inh: tim10-1 yeast growth inhibition; S. cerevisiae tim10-1 ts strain growth, BacTiter-Glo, 24 h; inhibition, % at 20 µM; 330,000 tested, 2.2% active;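 active means inhibition of at least 40%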;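 further: mutant grown at 25 °C; 0% = DMSO wells with yeast and 100% = wells holding no yeast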
mIAP block: blocks mouse intestinal alkaline phosphatase; 330,000 tested, 0.2% active; inhibition, % at 10 µM; purified mouse IAP, CDP-Star luminescence, 30 min;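 active means inhibition of at least 40% at 10 µM in the primary screen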;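 further: plate controls were DMSO with enzyme for no effect and no enzyme wells for full effect; values of inactives mirror those of a sister screen read the other way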
mIAP activ: mouse IAP activation | muIAP, CDP-Star luminescence, 30 min; stronger effect = higher value; 1 = vehicle-only enzyme signal, 0 = enzyme-free wells | activation factor at 10 µM | 330,000 tested, 0.24% active | AID 2805;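 active means activation factor of at least 2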; further: the source names both 10 and 20 µM as test concentration; values of inactives mirror those of a sister screen read the other way
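Assay system: mouse IAP enzyme; Reagent: CDP-Star chemiluminescent phosphatase substrate; Compound: DMSO-dissolved test compounds; Incubation: 30 min, room temperature; Technique: luminescence from enzymatic CDP-Star hydrolysis; Controls: DMSO-only wells and no-enzyme negative control.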
NLRP3 yeast inh: inhibitors of NALP3 inflammasome in yeast; inhibition, % at 10 µM; 330,000 tested, 0.39% active; AID 2825; Yeast reconstituted NLRP3/ASC/caspase-1, beta-gal luminescence, 24 h;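 active means inhibition of 50% or more; inactive means inhibition below 50%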;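 further: plate controls were induced DMSO wells for no effect and uninduced yeast grown without galactose for full effect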
APOBEC3G inh: blocks human APOBEC3G single-stranded DNA deamination; Q9HC16; recombinant A3G, ssDNA deamination FAM/TAMRA fluorescence; inhibition, % at 20 µM; 330,000 tested, 0.28% active; AID 493012;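 active means inhibition of at least 40% at 20 µM, with no more than 30% in the related APOBEC3A deaminase screen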;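 further: plate controls were DMSO wells with A3G for no effect and wells lacking A3G enzyme for full effect; some compounds called inactive have numbers as strong as hits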
Target sequence (Q9HC16 whole entry, looked up): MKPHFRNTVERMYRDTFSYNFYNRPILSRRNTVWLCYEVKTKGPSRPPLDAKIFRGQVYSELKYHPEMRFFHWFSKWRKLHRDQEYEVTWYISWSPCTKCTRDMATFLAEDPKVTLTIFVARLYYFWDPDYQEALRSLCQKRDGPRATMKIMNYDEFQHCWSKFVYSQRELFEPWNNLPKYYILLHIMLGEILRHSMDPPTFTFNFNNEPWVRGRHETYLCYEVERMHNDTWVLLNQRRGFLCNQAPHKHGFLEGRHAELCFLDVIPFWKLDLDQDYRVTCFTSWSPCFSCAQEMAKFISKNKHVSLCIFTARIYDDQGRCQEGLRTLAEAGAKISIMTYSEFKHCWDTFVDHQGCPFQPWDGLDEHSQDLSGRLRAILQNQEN
The depositor's hits bear a star.

Compound,APOBEC3A inh,hIAP inh,TIM10 inh,MIN6 prolif,tim10-1 inh,mIAP block,mIAP activ,NLRP3 yeast inh,APOBEC3G inh
S=C(NCc1cccnc1)Nc1cccc(Cl)c1,-2,-4,3,0,17,-14,1.1,13,-2
O=C(CSCc1ccc(Cl)cc1)Nc1ccc(S(=O)(=O)N2CCOCC2)cc1,-4,-15,43*,0,13,0,1,2,-6
COc1ccc(CC(=O)Nc2ccc3c(c2)CCC3)cc1,-2,-4,9,0,11,-11,1.1,27,-6
Nc1nc(NCc2ccccc2)nc(NCc2ccccc2)c1[N+](=O)[O-],0,4,2,1,1,-9,1.1,0,-3
O=C(CCC1CCCN(C(=O)Cc2ccc(F)cc2)C1)N1CCN(c2ccccn2)CC1 (stereo not given),-5,-2,-3,-3,18,2,0.98,12,-6
O=C(Nc1ccc(S(=O)(=O)N2CCCC2)cc1)C1CCCN1C(=O)c1cccs1 (stereo not given),0,-1,-9,0,-1,3,0.97,4,-6
O=C1CCC(=O)N1c1ccc(NC2CCN(Cc3ccccc3)CC2)c([N+](=O)[O-])c1,4,5,-31,-2,-33,7,0.93,10,2
Cc1noc(C)c1COC(=O)c1cc2ccccc2cc1O,-1,10,7,0,16,11,0.89,19,4
O=C(O)c1ccc(CN2C(=O)c3ccc(Oc4ccc([N+](=O)[O-])cc4)cc3C2=O)cc1,-9,-10,-2,-1,-17,0,1,18,-3
COc1cc2c(cc1O)CCN(C(=O)c1ccco1)C2C (stereo not given),-3,-22,9,-2,-7,2,0.98,27,-4
COc1cc(C(=O)NCC(c2ccco2)N2CCOCC2)cc(OC)c1OC (stereo not given),3,4,9,-1,1,-2,1,17,-9
Cc1c(S(=O)(=O)Nc2cccc3ccccc23)c(=O)n(C)c(=O)n1C,1,4,-4,1,11,2,0.98,5,-3
CCc1ccccc1NC(=S)N(CCN(C)C)C(C)c1ccco1 (stereo not given),-7,-1,13,0,20,-4,1,-2,-9
CCCn1cc([C@@H]2C[C@H]3CN(Cc4cccc(Cl)c4)C(=O)[C@]34CCCN24)c(C)n1,3,4,-10,-1,13,-7,1.1,9,-1
COc1ccc(N2CCN(C(=O)c3ccc4[nH]c(C)c(C)c4c3)CC2)cc1,-2,-4,20,-1,30,-13,1.1,19,7
Cc1occc1C(=O)NC(C)C1CCCO1 (stereo not given),-1,13,0,-1,9,6,0.94,9,-8
Cc1cccc(N2CCN(C(=O)Cn3sc4nc(C)cc(C)c4c3=O)CC2C)c1 (stereo not given),-4,-3,-6,-7,-48,-9,1.1,-6,53*
COC(=O)CSc1[nH]c(=O)cc(C)c1C#N,6,0,6,-4,4,-13,1.1,-5,4
Cc1cc(C(F)(F)F)nc(CCNC(=O)C2CCC(=O)N(Cc3cccc(F)c3)C2)n1 (stereo not given),-7,-4,-4,-1,-17,2,0.97,11,-8
CCCCN(C(=O)CC1CCCC1)c1c(N)n(CCC)c(=O)[nH]c1=O,3,-5,17,-6,11,8,0.92,6,2
COc1ccccc1NC(=O)C(C)OC(=O)CSCC(=O)Nc1ccc(C)cc1C (stereo not given),-1,-6,-29,1,-24,1,0.99,11,-6
CCCCCC(=O)NN=C1CCN(Cc2ccccc2)CC1,-3,-10,-5,0,-8,-1,1,-8,-7
COc1ccccc1C1CC(=O)NC(SCC(=O)Nc2ccccc2)=C1C#N (stereo not given),-5,10,0,3,18,-5,1,17,-12
COc1cc(CC(=O)OCc2ccccc2F)cc(OC)c1OC,-5,20,10,-3,-7,-1,1,19,-15
COc1cc(OC)c(OC)cc1CNc1cc(C)ccc1OC,-3,20,19,-5,30,-3,1,11,1
O=C(CSc1nnc(-c2cccs2)o1)c1cccs1,1,20,10,0,7,10,0.9,6,-1
Cn1cc(S(=O)(=O)N2CCc3ccccc32)cc1C(=O)NC1CCCCC1,-3,3,-5,6,-4,-10,1.1,10,-2
Cc1ccc(NC(=O)CCNS(=O)(=O)c2ccc3c(c2)CCC(=O)N3)cc1F,-2,12,0,-1,7,-18,1.2,-2,-9
CCC(C)NS(=O)(=O)c1ccc(N)cc1 (stereo not given),4,5,-3,1,-2,-2,1,19,-4
COc1ccc(OC)c(NC(=O)CSc2nc(N3CCOCC3)nc(N3CCOCC3)n2)c1,0,-4,8,0,12,-1,1,-1,5
Cc1cc(NC(=O)c2ccccc2)ncc1NC(=O)c1cccs1,-3,-15,29,-2,34,-2,1,-5,-6
CC1(C)CC(C(N)=S)CCO1 (stereo not given),0,-14,-8,-1,6,-6,1.1,-4,0
O=C(O)CSc1nnc(-c2ccccc2Br)n1-c1cccc(C(F)(F)F)c1,-4,-20,3,-1,7,-20,1.2,0,-7
Cc1cccc2cc(CN(CC3CCCO3)C(=O)c3cccs3)c(=O)[nH]c12 (stereo not given),-4,-6,5,0,34,-1,1,4,-8
COc1ccc(C(=S)N2CCNCC2)cc1,-8,-4,11,-3,-4,-7,1.1,16,-8
CC(=O)c1ccc(NC(=S)NCc2cccnc2)cc1,2,-5,2,-3,-23,-5,1.1,14,-6
O=C(O)Cn1c2ccccc2c2n[nH]c(=S)nc21,0,2,-2,0,-6,7,0.93,18,32
Cc1cc(S(=O)(=O)NC(C)C)ccc1OCC(=O)NCc1ccccc1,-2,-20,1,-4,23,-1,1,18,-10
CCN(CC)S(=O)(=O)c1ccc(S(=O)(=O)Nc2ccc(C(=O)N3CCCC3)cc2)cc1,-2,7,-2,-3,11,0,0.99,1,4
COc1cc(NC(=O)C2CC(c3c(F)cccc3Cl)=NO2)cc(OC)c1OC (stereo not given),-1,-11,-10,0,2,-13,1.1,15,-2
O=C(NCc1ccc(Cl)cc1)c1cc2ccccc2oc1=O,-2,10,6,0,17,12,0.88,21,-10
COC(=O)CSc1nnc(CNc2ccc(OC)cc2)n1C,-6,-18,0,-3,-4,-3,1,21,-11
C/C(=N\NC(=O)c1ccccc1)c1ccccc1Br,-2,0,-1,-1,17,10,0.91,21,-4
Cc1ccc(C2Nc3cccc4cccc(c34)N2)s1,7,1,18,-6,23,7,0.93,-5,2
CNS(=O)(=O)c1ccc2c(c1)C(=O)c1cc(S(=O)(=O)NC)ccc1CC2,4,24,1,-3,8,0,0.99,16,10
CCCc1ccc(OCC(O)CN2CCN(CCO)CC2)cc1 (stereo not given),-4,7,-3,0,-10,6,0.94,18,-11
O=c1[nH][nH]cc1C=Nc1ccc(Oc2ccccc2)cc1,0,1,-25,-1,-21,-12,1.1,33,0
COc1ccc(-c2csc(NC(=O)COC(=O)c3ccc(Br)o3)n2)cc1,4,-14,4,-2,20,-1,1,14,-2
COc1cc(OC)cc(C(=O)N2CCN(C(=O)Cc3ccccc3)CC2)c1,0,-15,-1,1,14,-5,1,2,-12
COc1ccc(OC)c(NC(=O)c2cc(-c3cc(Cl)ccc3O)n[nH]2)c1,4,1,-1,-6,22,5,0.95,10,0

(list continues)
Compound,APOBEC3A inh,hIAP inh,TIM10 inh,MIN6 prolif,tim10-1 inh,mIAP block,mIAP activ,NLRP3 yeast inh,APOBEC3G inh
Cc1ccc(-n2nc(C(=O)N3CCN(C)CC3)c3c4ccccc4n(C)c3c2=O)cc1,3,-7,11,3,25,2,0.98,9,-2
Nc1nc(SCC(=O)NCC2CCCO2)[nH]c(=O)c1NC(=O)c1ccc(F)c(F)c1 (stereo not given),4,-11,1,-3,11,-16,1.2,7,8
Cc1cc(CN2CCCC(N3CCc4ccccc4C3)C2)cc(C)c1O (stereo not given),-5,-4,-8,-5,5,1,0.99,22,-6
Nc1nnc(-c2ccc(F)cc2)s1,-7,-11,2,-4,11,-7,1.1,7,-7
CC(NC(=O)COC(=O)C1CC1C)c1cccc(Cl)c1 (stereo not given),2,-14,2,-3,8,-9,1.1,18,-1
O=C(COC(=O)/C=C/c1cccc(Cl)c1)Nc1c(F)cccc1F,-1,-21,-7,0,-4,2,0.98,21,-2
Cc1ccc(Cn2c(C(CO)Nc3nc(-c4ccc(F)cc4)cs3)nc3ccccc32)cc1 (stereo not given),1,-5,19,-7,28,-2,1,-1,14
CC(=O)[C@H]1CC[C@H]2[C@@H]3CCC4=CC(=O)CC[C@]4(C)[C@H]3[C@H](O)C[C@]12C,1,3,6,1,4,3,0.97,7,-6
CCOc1ccc(NC(=O)CN(c2ccc(OC)cc2)S(=O)(=O)c2cccs2)cc1,0,-5,5,-4,3,-15,1.2,1,-8
CCCCC(=O)Nc1ccc(NC(=O)C(C)C)cn1,1,3,-6,0,0,0,1,22,1
O=C(CN1C(=O)S/C(=C/c2ccncc2)C1=O)N1CCOCC1,1,-52,-3,-3,9,0,1,7,-5
COc1ccc(O)c(C(=O)c2cc(C(=O)NCCc3ccccc3)c(=O)n(CCc3ccccc3)c2)c1,1,-8,-22,-5,1,-1,1,7,-6
Cc1cc(C)n2nc(C(=O)N/N=C/c3c4ccccc4cc4ccccc34)nc2n1,2,-11,2,-1,-3,6,0.94,4,-2
Cc1ccc(CN(C)CC(=O)Nc2ccccc2C(=O)NC2CC2)o1,-4,-18,1,4,-2,-4,1,-3,-8
Cc1ccc(NCC(=O)Nc2c(C)n(C)n(-c3ccccc3)c2=O)cc1S(=O)(=O)N(C)C,0,-20,0,1,-3,-3,1,10,-3
Cn1cc(S(=O)(=O)c2ccccc2)c(=O)c2cc(F)c(N3CCOCC3)cc21,1,28,-1,-3,2,1,0.99,11,-1
CN(C)c1ccc(C(=O)NCC2CCCO2)cc1 (stereo not given),-1,-20,11,-1,5,0,0.99,12,-4
COc1ccc(CC(=O)OCC(=O)Nc2ncc(Cl)cc2Cl)cc1,-4,-15,-7,0,32,-1,1,7,-5
CCCN(CCC)CCCNC(=O)c1cn(CC)c2ccc(S(=O)(=O)N3CCc4ccccc4C3)cc2c1=O,3,-15,17,-7,-2,5,0.95,19,-4
Cc1cc(C)c(S(=O)(=O)NCC(c2cccnc2)N2CCN(Cc3ccccc3)CC2)c(C)c1 (stereo not given),-7,-32,10,-3,7,-10,1.1,-5,-9
CC(=O)Nc1cccc(NC(=O)Cc2ccc3ccccc3c2)c1,-6,-21,20,-2,12,-1,1,4,-5
CCOc1ccccc1/C=N/n1c(C2CCCCC2)n[nH]c1=S,-5,-1,43*,1,13,-1,1,23,-6
COc1ccc(NS(=O)(=O)c2cccc(C(=O)Nc3ccccc3C(=O)O)c2)cc1,-5,2,-3,1,13,11,0.89,5,-5
CSc1sc(C(=O)O)c(C)c1C(C)=O,3,2,-16,-5,-2,1,0.99,12,-1
CCCNc1nc(-c2cc(-c3ccc(Cl)cc3)on2)cc(C(C)C)n1,4,-6,-4,-3,-12,-8,1.1,16,-6
Cc1nc2ccc(NC(=O)Cc3ccc4c(c3)OCCO4)cc2s1,5,-12,-38,1,16,-18,1.2,15,-1
O=C(CSc1ccc2nnc(-c3cccc(F)c3)n2n1)NCC1CCCO1 (stereo not given),5,3,4,3,13,4,0.96,7,1

Arranged by heavy-atom count (ascending): some entries from above.
Compound,APOBEC3A inh,hIAP inh,TIM10 inh,MIN6 prolif,tim10-1 inh,mIAP block,mIAP activ,NLRP3 yeast inh,APOBEC3G inh
CSc1sc(C(=O)O)c(C)c1C(C)=O,3,2,-16,-5,-2,1,0.99,12,-1
CCOc1ccccc1/C=N/n1c(C2CCCCC2)n[nH]c1=S,-5,-1,43*,1,13,-1,1,23,-6
O=C(CSc1ccc2nnc(-c3cccc(F)c3)n2n1)NCC1CCCO1 (stereo not given),5,3,4,3,13,4,0.96,7,1
